TRPC6 inh = blocks the mouse TRPC6 cation channel; AID 2553; HEK293-TRPC6, membrane potential dye, ACh-evoked depolarization; hits give low values; B-score at 10 µM; actives 1.1% (n = 310,000); Q61143;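 active = B-score under library mean minus 3 SD, initial fluorescence not abnormally high, positive integrated signal ratio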;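 also: B-score derived from integrated fluorescence ratio over the kinetic read; more negative B-score means stronger inhibition of depolarization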
Target sequence (Q61143 whole entry, looked up): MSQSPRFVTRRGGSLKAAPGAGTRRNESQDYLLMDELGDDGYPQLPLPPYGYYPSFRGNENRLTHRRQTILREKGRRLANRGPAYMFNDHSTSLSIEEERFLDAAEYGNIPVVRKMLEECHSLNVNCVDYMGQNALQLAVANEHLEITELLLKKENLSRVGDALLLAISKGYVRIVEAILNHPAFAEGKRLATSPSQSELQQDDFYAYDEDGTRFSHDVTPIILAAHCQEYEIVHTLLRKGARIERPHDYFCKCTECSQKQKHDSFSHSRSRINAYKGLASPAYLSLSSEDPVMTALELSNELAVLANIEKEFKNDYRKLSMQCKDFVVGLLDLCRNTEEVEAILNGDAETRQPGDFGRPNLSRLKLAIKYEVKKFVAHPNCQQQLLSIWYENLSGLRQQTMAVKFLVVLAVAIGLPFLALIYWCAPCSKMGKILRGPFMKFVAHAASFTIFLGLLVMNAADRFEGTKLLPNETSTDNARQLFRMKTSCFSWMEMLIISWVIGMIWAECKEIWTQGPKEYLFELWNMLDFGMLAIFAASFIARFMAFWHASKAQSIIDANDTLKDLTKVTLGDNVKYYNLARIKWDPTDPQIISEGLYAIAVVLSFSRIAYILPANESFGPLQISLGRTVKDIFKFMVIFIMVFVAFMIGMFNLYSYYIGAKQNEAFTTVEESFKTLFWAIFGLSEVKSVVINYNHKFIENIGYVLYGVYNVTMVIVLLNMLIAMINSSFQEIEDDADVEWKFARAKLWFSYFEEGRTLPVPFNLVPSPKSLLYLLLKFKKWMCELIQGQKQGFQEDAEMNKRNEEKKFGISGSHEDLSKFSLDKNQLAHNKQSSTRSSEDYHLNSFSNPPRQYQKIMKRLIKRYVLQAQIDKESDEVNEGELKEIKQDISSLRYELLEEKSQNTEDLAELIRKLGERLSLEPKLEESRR
TRPC6 activator = activates the mouse TRPC6 cation channel; HEK293-TRPC6 membrane potential dye fluorescence; hits give high values; AID 2550; actives 0.13% (n = 310,000); B-score at 10 µM;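 active = B-score of the integrated fluorescence ratio above library mean plus 3 SD, and starting fluorescence ratio within library mean plus 5 SD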;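 also: higher score means more depolarization so channel activation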
MrgX1 agonist = activates human MrgX1 receptor signaling | Q96LB2 | MrgX1-HEK293 cells, Fluo-4 calcium fluorescence, agonist mode; hits give high values | B-score at 10 µM | actives 0.44% (n = 310,000) | AID 588627;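 active = calcium response B-score plate-corrected fluorescence ratio at least 3 library SD, with starting fluorescence B-score inside 5 SD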
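Test system: HEK293 cells stably expressing human MrgX1 receptor; amount: 15,000 cells per well; doses: compound delivered in addition one of three; times: overnight plating before 1 h dye loading; detection: Fluo-4 NW calcium-flux fluorescence, kinetic read; read-out basis: B-scored fluorescence response ratio; controls: positive and negative controls per plate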
MrgX1 PAM = human MrgX1 positive allosteric modulation, primary screen | MrgX1-HEK293, Fluo-4 calcium flux, FDSS; hits give high values | AID 588675 | Q96LB2 | B-score at 10 µM | actives 0.63% (n = 310,000);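 active = plate-corrected calcium response at least 3 library SD above typical, normal starting fluorescence, not activating the receptor alone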;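 also: compound read alongside a low EC10 to EC30 dose of BAM8-22 agonist; peak minus trough fluorescence over baseline measured at the second addition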
TMEM16A inh = mouse TMEM16A channel inhibition, primary screen | HEK293 TMEM16A/YFP iodide influx fluorescence, ionomycin | actives 1.2% (n = 310,000) | Q8BHY3 | normalized B-score (activity score, 25-100; higher = stronger inhibition) at 10 µM;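 active = ratio plate-corrected score three or more library SD toward inhibition, starting fluorescence score within five deviations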;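 also: score derived from kinetic fluorescence span divided by baseline fluorescence per well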
MrgX1 antagonist = human MrgX1 receptor antagonism, primary screen | Q96LB2 | MRGX1-HEK293 calcium flux, Fluo-4, BAM8-22 antagonism; hits give low values | B-score at 10 µM | actives 1.3% (n = 310,000) | AID 588676;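 active = calcium-response B-score plate-corrected more than 3 library SD below zero, starting fluorescence within 5 deviations, no agonist response on first addition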;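 also: peak minus trough fluorescence over baseline after final BAM8-22 challenge near maximal dose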
RGS4 block = human RGS4 inhibition | HEK293 M3R/RGS4 inducible, Fluo-4 calcium flux; hits give high values; triggered by carbachol at its EC20 | actives 0.45% (n = 310,000) | B-score at 10 µM;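 active = B-score, a plate-corrected calcium signal, over three deviations above library mean, with baseline fluorescence within five deviations of library mean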;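 also: RGS4 expression induced by doxycycline in cells with stable M3 receptor; B-score is computed from the integrated fluorescence ratio over baseline after carbachol; higher B-score means a larger calcium signal and so more RGS4 inhibition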
SKKanGAS inh = SKKanGAS growth inhibition; AID 1662; actives 1.3% (n = 300,000); S. pyogenes SKKanGAS, kanamycin growth, BacTiter-Glo, 6 h; inhibition, % at 7.5 µM;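 active = mean replicate score, as percent of positive control median, at least 50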;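 also: strain carries kanamycin resistance gene driven by streptokinase promoter and grows in 40 µg/ml kanamycin; loss of luminescence reflects streptokinase promoter inhibition or plain growth inhibition; 0% = median of DMSO wells and 100% = positive control at its reference dose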
RGS4 act = RGS4 potentiation or activation; HEK293 M3R/inducible RGS4, carbachol calcium flux Fluo4; hits give low values; B-score at 10 µM; actives 0.92% (n = 310,000); AID 463111;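 active = B-score of the integrated calcium signal more than 4 SD below the library mean, with starting fluorescence not abnormally high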;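 also: negative B-score means reduced calcium response which marks RGS4 activation or potentiation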
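test system = M3R-expressing HEK293 line, RGS4 induced by doxycycline | probe or stimulus = carbachol at ECmax as muscarinic agonist stimulus | timing = dye loading 30 min 37 °C, buffer rest 30 min RT | signal = calcium dye Fluo4 fluorescence | evaluation = B score from integrated fluorescence ratio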
TMEM16A act = activates or potentiates the mouse TMEM16A chloride channel; AID 623877; B-score at 10 µM; actives 0.3% (n = 340,000); HEK293 TMEM16A/YFP-H148Q/I152L, iodide quench fluorescence; hits give low values; Q8BHY3;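 active = fluorescence-ratio B-score plate-corrected deviation score at least 3 library SD below zero, with starting fluorescence score within 5 deviations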;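 also: channel opened by trigger with iodide after compound preincubation; score built on the fluorescence ratio of max minus min over baseline; more negative score means more quench and so TMEM16A activation or potentiation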
HDAC3 inhib = human HDAC3 inhibition | actives 0.15% (n = 320,000) | recombinant HDAC3, fluorogenic peptide/trypsin coupled, fluorescence | AID 2718 | O15379 | inhibition, % at 8.3 µM; in the data active = inhibition above about 26%, passing the limit was not always enough
Active calls of the source: *.

`Cn1c(=O)c2c(nc(Sc3ncccn3)n2Cc2ccc(Cl)cc2)n(C)c1=O` gave TRPC6 inh inactive, TRPC6 activator inactive, MrgX1 agonist inactive, MrgX1 PAM inactive, TMEM16A inh inactive, MrgX1 antagonist inactive, RGS4 block inactive, SKKanGAS inh -4, RGS4 act inactive, TMEM16A act inactive and HDAC3 inhib 3.
Screening COc1ccccc1C(=O)NC(=O)COc1ccc(Cl)cc1Cl returned TRPC6 inh inactive, TRPC6 activator inactive, MrgX1 agonist inactive, MrgX1 PAM inactive, TMEM16A inh inactive, MrgX1 antagonist inactive, RGS4 block inactive, SKKanGAS inh 1, RGS4 act inactive, TMEM16A act inactive and HDAC3 inhib 6.
`COc1ccc(C(=O)N/C(=C\c2ccccc2)C(=O)Nc2cccc(C(=O)O)c2)cc1` gave TRPC6 inh inactive, TRPC6 activator inactive, MrgX1 agonist inactive, MrgX1 PAM inactive, TMEM16A inh inactive, MrgX1 antagonist inactive, RGS4 block inactive, SKKanGAS inh -3, RGS4 act inactive, TMEM16A act inactive and HDAC3 inhib -10.
For CCOc1ccccc1NC(=O)c1ccccc1N(C)S(C)(=O)=O the results were TRPC6 inh inactive, TRPC6 activator inactive, MrgX1 agonist inactive, MrgX1 PAM inactive, TMEM16A inh inactive, MrgX1 antagonist inactive, RGS4 block inactive, SKKanGAS inh 6, RGS4 act inactive, TMEM16A act inactive and HDAC3 inhib 1.
For Cc1cc(NC(=O)c2noc3c2CCc2ccccc2-3)no1 the results were TRPC6 inh inactive, TRPC6 activator inactive, MrgX1 agonist inactive, MrgX1 PAM inactive, TMEM16A inh inactive, MrgX1 antagonist -7.4*, RGS4 block inactive, SKKanGAS inh -3, RGS4 act inactive, TMEM16A act inactive and HDAC3 inhib 1.
Screening CCCc1cc(C(=O)NCC(C)C)no1 returned TRPC6 inh inactive, TRPC6 activator inactive, MrgX1 agonist inactive, MrgX1 PAM inactive, TMEM16A inh inactive, MrgX1 antagonist inactive, RGS4 block inactive, SKKanGAS inh 1, RGS4 act inactive, TMEM16A act inactive and HDAC3 inhib 2.
For c1ccc(-c2nc[nH]c2-c2ccccc2)cc1 the results were TRPC6 inh inactive, TRPC6 activator inactive, MrgX1 agonist inactive, MrgX1 PAM inactive, TMEM16A inh inactive, MrgX1 antagonist inactive, RGS4 block inactive, SKKanGAS inh 0, RGS4 act inactive and TMEM16A act inactive.
COCCCNC(CC(=O)Nc1cc(C)cc(C)c1)C(=O)O (centres undefined) was read as TRPC6 inh inactive, TRPC6 activator inactive, MrgX1 agonist inactive, MrgX1 PAM inactive, TMEM16A inh inactive, MrgX1 antagonist inactive, RGS4 block inactive, SKKanGAS inh -9, RGS4 act inactive, TMEM16A act inactive and HDAC3 inhib -11.
COc1ccc(CCNC(=O)Cc2c(Cl)cccc2Cl)cc1 was read as TRPC6 inh inactive, TRPC6 activator inactive, MrgX1 agonist inactive, MrgX1 PAM inactive, TMEM16A inh inactive, MrgX1 antagonist inactive, RGS4 block inactive, SKKanGAS inh 1, RGS4 act inactive, TMEM16A act inactive and HDAC3 inhib 0.
Screening CCN(CC(=O)Nc1c(F)cccc1F)C(=O)CSc1nc2ccccc2o1 returned TRPC6 inh inactive, TRPC6 activator inactive, MrgX1 agonist inactive, MrgX1 PAM inactive, TMEM16A inh inactive, MrgX1 antagonist inactive, RGS4 block inactive, SKKanGAS inh 19, RGS4 act inactive, TMEM16A act inactive and HDAC3 inhib 1.
Cc1ccc(C(c2nnnn2Cc2ccccc2)N2CCN(Cc3ccccc3)CC2)cc1 (centres undefined) was read as TRPC6 inh inactive, TRPC6 activator inactive, MrgX1 agonist inactive, MrgX1 PAM inactive, TMEM16A inh inactive, MrgX1 antagonist inactive, RGS4 block inactive, SKKanGAS inh 2, RGS4 act inactive, TMEM16A act inactive and HDAC3 inhib -1.
Screening COC(=O)c1ccccc1NC(=O)Cn1nc(C(F)(F)F)c2c1CCC2 returned TRPC6 inh inactive, TRPC6 activator inactive, MrgX1 agonist inactive, MrgX1 PAM inactive, TMEM16A inh inactive, MrgX1 antagonist inactive, RGS4 block inactive, SKKanGAS inh 6, RGS4 act inactive, TMEM16A act inactive and HDAC3 inhib 1.
CCC(=O)N1CCc2cc(S(=O)(=O)NCCC(=O)N3CCN(c4cccc(OC)c4)CC3)ccc21 was read as TRPC6 inh inactive, TRPC6 activator inactive, MrgX1 agonist inactive, MrgX1 PAM inactive, TMEM16A inh inactive, MrgX1 antagonist inactive, RGS4 block inactive, SKKanGAS inh -1, RGS4 act inactive, TMEM16A act inactive and HDAC3 inhib -4.
`CCOCC(=O)Nc1cccc(-c2nc3cccnc3s2)c1C` gave TRPC6 inh inactive, TRPC6 activator inactive, MrgX1 agonist inactive, MrgX1 PAM inactive, TMEM16A inh inactive, MrgX1 antagonist inactive, RGS4 block inactive, SKKanGAS inh 8, RGS4 act inactive, TMEM16A act inactive and HDAC3 inhib -2.
`CC(NC(=O)CCN1C(=O)c2ccccc2C1=O)c1ccc2c(c1)CCCC2` (centres undefined) gave TRPC6 inh inactive, TRPC6 activator inactive, MrgX1 agonist inactive, MrgX1 PAM inactive, TMEM16A inh inactive, MrgX1 antagonist inactive, RGS4 block inactive, SKKanGAS inh -16, RGS4 act inactive, TMEM16A act inactive and HDAC3 inhib 3.
Screening Cc1cc(C2(c3ccc(O)c(C)c3)C(=O)N(C)c3ccc(Br)cc32)ccc1O returned TRPC6 inh inactive, TRPC6 activator inactive, MrgX1 agonist inactive, MrgX1 PAM inactive, TMEM16A inh inactive, MrgX1 antagonist inactive, RGS4 block 13*, SKKanGAS inh -4, RGS4 act inactive, TMEM16A act inactive and HDAC3 inhib 4.
`CCOCCCNC(=O)c1ccc(Cn2c(=O)[nH]c3ccsc3c2=O)cc1` gave TRPC6 inh inactive, TRPC6 activator inactive, MrgX1 agonist inactive, MrgX1 PAM inactive, TMEM16A inh inactive, MrgX1 antagonist inactive, RGS4 block inactive, SKKanGAS inh -1, RGS4 act inactive, TMEM16A act inactive and HDAC3 inhib -2.
`Cc1cccc(NC(=O)c2ccc(S(=O)(=O)N(C)C)cc2)c1` gave TRPC6 inh inactive, TRPC6 activator inactive, MrgX1 agonist inactive, MrgX1 PAM inactive, TMEM16A inh inactive, MrgX1 antagonist inactive, RGS4 block inactive, SKKanGAS inh -4, RGS4 act inactive, TMEM16A act inactive and HDAC3 inhib -2.
For O=C(NC1CCCC1)C(c1cccnc1)N(C(=O)c1csnn1)C1CCCC1 (centres undefined) the results were TRPC6 inh inactive, TRPC6 activator inactive, MrgX1 agonist inactive, MrgX1 PAM inactive, TMEM16A inh inactive, MrgX1 antagonist inactive, RGS4 block inactive, SKKanGAS inh -3, RGS4 act inactive, TMEM16A act inactive and HDAC3 inhib -5.
Screening NC(=O)NC(=O)COC(=O)[C@H](Cc1ccccc1)NC(=O)c1cccs1 returned TRPC6 inh inactive, TRPC6 activator inactive, MrgX1 agonist inactive, MrgX1 PAM inactive, TMEM16A inh inactive, MrgX1 antagonist inactive, RGS4 block inactive, SKKanGAS inh 8, RGS4 act inactive, TMEM16A act inactive and HDAC3 inhib -6.
`COc1ccccc1NC(=O)N(CCN(C)C)Cc1cc2cc(C)ccc2[nH]c1=O` gave TRPC6 inh inactive, TRPC6 activator inactive, MrgX1 agonist inactive, MrgX1 PAM inactive, TMEM16A inh inactive, MrgX1 antagonist inactive, RGS4 block inactive, SKKanGAS inh -5, RGS4 act inactive, TMEM16A act inactive and HDAC3 inhib 1.
For O=C(Cn1c(=O)oc2cc(S(=O)(=O)N3CCCC3)ccc21)N1CCN(c2ccccc2)CC1 the results were TRPC6 inh inactive, TRPC6 activator inactive, MrgX1 agonist inactive, MrgX1 PAM inactive, TMEM16A inh inactive, MrgX1 antagonist inactive, RGS4 block inactive, SKKanGAS inh 3, RGS4 act inactive, TMEM16A act inactive and HDAC3 inhib 1.
`Cc1nn2c3ccccc3n(C)c2nc1=O` gave TRPC6 inh inactive, TRPC6 activator inactive, MrgX1 agonist inactive, MrgX1 PAM inactive, TMEM16A inh inactive, MrgX1 antagonist inactive, RGS4 block inactive, SKKanGAS inh -1, RGS4 act inactive, TMEM16A act inactive and HDAC3 inhib -3.
For COc1ccc(OCCCn2c(=O)oc3ccccc32)cc1 the results were TRPC6 inh inactive, TRPC6 activator inactive, MrgX1 agonist inactive, MrgX1 PAM inactive, TMEM16A inh inactive, MrgX1 antagonist inactive, RGS4 block inactive, SKKanGAS inh -1, RGS4 act inactive, TMEM16A act inactive and HDAC3 inhib -6.
`CCOC(=O)Cc1nnc(NC(=O)c2ccco2)s1` gave TRPC6 inh inactive, TRPC6 activator inactive, MrgX1 agonist inactive, MrgX1 PAM inactive, TMEM16A inh inactive, MrgX1 antagonist inactive, RGS4 block inactive, SKKanGAS inh 4, RGS4 act inactive, TMEM16A act inactive and HDAC3 inhib 16.
Screening COc1ccccc1/C=N/NC(=O)Cn1cnc([N+](=O)[O-])n1 returned TRPC6 inh inactive, TRPC6 activator inactive, MrgX1 agonist inactive, MrgX1 PAM inactive, TMEM16A inh inactive, MrgX1 antagonist inactive, RGS4 block inactive, SKKanGAS inh 11, RGS4 act inactive, TMEM16A act inactive and HDAC3 inhib 0.
Screening O=C(Nc1ccc(F)cc1F)NC1CCCCCCC1 returned TRPC6 inh inactive, TRPC6 activator inactive, MrgX1 agonist inactive, MrgX1 PAM inactive, TMEM16A inh inactive, MrgX1 antagonist inactive, RGS4 block inactive, RGS4 act inactive, TMEM16A act inactive and HDAC3 inhib 1.
For CCCN(CCC)CCNC(=O)C1CCN(S(=O)(=O)c2cccc3nsnc23)CC1 the results were TRPC6 inh inactive, TRPC6 activator inactive, MrgX1 agonist inactive, MrgX1 PAM inactive, TMEM16A inh inactive, MrgX1 antagonist inactive, RGS4 block inactive, SKKanGAS inh -1, RGS4 act inactive, TMEM16A act inactive and HDAC3 inhib 14.
CCOc1ccc(C(C)(C)C)cc1S(=O)(=O)N1CCOCC1 was read as TRPC6 inh inactive, TRPC6 activator inactive, MrgX1 agonist inactive, MrgX1 PAM inactive, TMEM16A inh inactive, MrgX1 antagonist inactive, RGS4 block inactive, SKKanGAS inh -1, RGS4 act inactive, TMEM16A act inactive and HDAC3 inhib -2.
